# OXTR potentiate: human OXTR potentiators, primary screen, fluorescence, CHO-OTR cells, Fluo-8 calcium; actives 0.061% (n = 320,000); Oxytocin receptor (Homo sapiens), P30559; AID 2445, 2010; Fluo-8 calcium fluorescence, potentiator mode; 0% = oxytocin EC15, 100% = EC100; activation, % at 3 µM;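 active = activation above that plate's cutoff, the mean activation of tested compounds plus 3 SD, cut at about 6.6% in these data, passing the limit was not always enough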;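 also: 100% uses oxytocin at 75 nM as the full agonist control; some results filed as inactive read as strong as hits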
#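 test system = CHO-OTR cells, human receptor | compound = single-point 3.0 µM | schedule = 6 min compound pre-incubation at room temperature, 100 s kinetic read | signal = Fluo-8 no-wash calcium dye fluorescence, excitation 470-495 nm, emission 515-575 nm | repeats = single well per compound, singlicate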
# M1 PAM parental: nonselective calcium activators in parental CHO-K1 cells, primary screen, counter-screen for M1 PAM project, cell-based, Fluo-8 calcium fluorescence, full deck, 1536-well. ATP EC20; 0% at ATP EC20, 100% at ATP max. activation, % at 3 µM. actives 0.02% (n = 360,000);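 active = activation above the run cutoff, the mean activation of all test compounds plus 3 SD, cut at about 40% in these data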;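 also: peak over basal fluorescence ratio in a 140 s read after ATP addition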
# TAAR1 antag: human TAAR1 antagonists, primary screen, Fluo-8 calcium fluorescence, CHO RD-HGA16 cells | actives 1.5% (n = 360,000) | AID 624466, 2012 | antagonist | Trace amine-associated receptor 1 (Homo sapiens), Q96RJ0 | inhibition, % at 3 µM;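 active = inhibition above a per-plate cutoff, the mean inhibition of test compounds on that plate plus 3 SD, cut at about 49% in these data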;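 also: 0% = DMSO plus EC80 beta-PEA response and 100% = DMSO alone without agonist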
# Target sequence (Q96RJ0 whole entry, looked up): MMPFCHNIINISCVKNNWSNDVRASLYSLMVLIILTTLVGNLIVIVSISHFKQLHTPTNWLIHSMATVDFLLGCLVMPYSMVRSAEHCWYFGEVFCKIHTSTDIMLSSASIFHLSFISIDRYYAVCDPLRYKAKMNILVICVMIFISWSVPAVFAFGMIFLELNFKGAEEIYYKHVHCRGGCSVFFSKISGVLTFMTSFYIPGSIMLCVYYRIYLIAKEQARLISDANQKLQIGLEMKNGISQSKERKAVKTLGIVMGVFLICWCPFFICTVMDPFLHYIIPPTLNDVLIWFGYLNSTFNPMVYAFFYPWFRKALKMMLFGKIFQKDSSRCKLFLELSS
#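 test system = CHO RD-HGA16 cells bearing hTAAR1 | replication = singlicate | controls = DMSO-only wells and EC80 β-PEA-stimulated wells | reagent = EC80 β-phenethylamine stimulus | read-out basis = percent inhibition of PEA-evoked calcium signal, max/basal emission ratio | schedule = seeding 17-24 h prior, 75-min 37 °C, 30-min RT dye loading | signal = kinetic Fluo-8 calcium fluorescence measurement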
# CHO-K1 Ca ag: counter-screen for M1 agonists: effect in parental CHO-K1 cells | actives 0.48% (n = 360,000) | activation, % at 3 µM | Fluo-8 calcium fluorescence; scaled to maximal ATP response, vehicle zero; in the data active = activation above about 15%;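 also: untransfected CHO-K1 host cells lacking M1 receptor as counterscreen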
# V1R ag counter: agonists of human V1a receptor, primary screen, counter-screen for OXTR agonist project, fluorescence, CHO-V1R cells; activation, % at 3 µM; Fluo-8 calcium fluorescence, agonist mode; 0% DMSO, 100% 3 nM vasopressin; actives 0.25% (n = 320,000);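 active = activation above the mean activation of all tested compounds plus 3 SD, per screening run, cut at about 20% in these data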;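 also: signal is peak over basal fluorescence ratio across a 100 second FLIPR read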
# Target sequence (P37288 whole entry, looked up): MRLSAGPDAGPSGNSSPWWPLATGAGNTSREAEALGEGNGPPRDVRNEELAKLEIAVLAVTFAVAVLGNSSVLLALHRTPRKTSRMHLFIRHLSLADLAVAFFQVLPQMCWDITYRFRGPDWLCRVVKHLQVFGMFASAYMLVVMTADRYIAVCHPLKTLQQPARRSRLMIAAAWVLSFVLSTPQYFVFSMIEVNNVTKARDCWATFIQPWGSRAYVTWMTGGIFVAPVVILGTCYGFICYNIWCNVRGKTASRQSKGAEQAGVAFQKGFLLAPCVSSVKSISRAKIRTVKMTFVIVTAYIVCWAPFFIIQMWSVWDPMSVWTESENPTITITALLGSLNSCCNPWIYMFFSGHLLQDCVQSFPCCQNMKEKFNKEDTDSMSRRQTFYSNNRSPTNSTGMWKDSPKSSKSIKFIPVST
# CHO parental Ca: ATP-evoked calcium signal inhibitors, parental CHO, primary screen, counter-screen for OX1R antagonist project, cell-based, fluorescence, Fluo-8 calcium dye; AID 463079, 2010; parental CHO-K1, ATP-induced calcium, Fluo-8 fluorescence; inhibition, % at 5.6 µM; actives 0.63% (n = 330,000);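 active = inhibition above that plate's mean sample inhibition plus 3 SD, cut at about 26% in these data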;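 also: 0% = ATP-challenged DMSO wells and 100% = DMSO wells without ATP; some compounds past the cut are filed as inactive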
#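 Assay system – parental CHO cells · Reagent – ATP stimulus · Detection – intracellular calcium via Fluo-8 no-wash fluorescent dye · Evaluation – percent inhibition of ATP-evoked calcium rise, normalized to controls · Controls – ATP wells versus no-ATP DMSO wells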
# CHO-K1 Ca antag: counter-screen for M1 antagonists: effect in parental CHO-K1 cells | ATP-induced calcium, Fluo-8 fluorescence | inhibition, % at 3 µM | actives 0.6% (n = 360,000);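 active = inhibition above a per-plate cutoff, the plate's mean sample inhibition plus 3 SD, cut at about 24% in these data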;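 also: 0% = DMSO plus EC80 ATP and 100% = DMSO alone without ATP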
# OXTR agonist: human OXTR agonists, primary screen, fluorescence, CHO-OTR cells, Fluo-8 calcium | AID 2435, 2010 | actives 0.32% (n = 320,000) | Fluo-8 calcium fluorescence; normalized: DMSO 0%, oxytocin 100% | activation, % at 3 µM;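 active = activation above the mean of all tested compounds plus 3 SD, cutoff set per screening run, cut at about 20% in these data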;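 also: peak over basal fluorescence ratio from a 100 s FLIPR kinetic read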
# GPR7 antagonist: GPR7 receptor antagonists, primary screen, cell-based, fluorescence, single concentration | actives 1.1% (n = 290,000) | GPR7-expressing cells, fluorescence antagonist assay | AID 1861, 2009 | inhibition, % at 4.4 µM | Neuropeptides B/W receptor type 1 (Homo sapiens), P48145; in the data active = inhibition above about 16%, passing the limit was not always enough;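 also: cells stimulated with the agonist NPW; 0% = agonist with vehicle and 100% = vehicle without agonist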
# Target sequence (P48145 whole entry, looked up): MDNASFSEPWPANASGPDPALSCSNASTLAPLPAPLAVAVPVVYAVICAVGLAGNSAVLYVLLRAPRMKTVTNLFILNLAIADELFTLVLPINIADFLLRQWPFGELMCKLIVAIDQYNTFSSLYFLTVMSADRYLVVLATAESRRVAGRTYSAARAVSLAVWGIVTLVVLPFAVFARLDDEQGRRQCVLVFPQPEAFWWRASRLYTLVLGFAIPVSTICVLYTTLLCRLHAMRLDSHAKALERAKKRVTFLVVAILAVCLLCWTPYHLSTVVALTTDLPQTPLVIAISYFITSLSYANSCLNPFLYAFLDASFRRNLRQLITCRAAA
# An asterisk follows results filed as active; / = not tested or not shown; & = joins results of further samples.
smiles,OXTR potentiate,M1 PAM parental,TAAR1 antag,CHO-K1 Ca ag,V1R ag counter,CHO parental Ca,CHO-K1 Ca antag,OXTR agonist,GPR7 antagonist
COc1ccccc1OC(=O)CN1C(=O)c2ccccc2C1=O,-9,3,2,0.1,0.4,-10,-5,0.1,-2
COc1cc(OC)cc(C(=O)Nc2cccc3ccccc23)c1,-5,29,0,0.9,-0.5,-3,-11,-0.7,-9
CC(=O)C1=C(c2cccc([N+](=O)[O-])c2)N(C(C)=O)n2c(C)nnc2S1,-3,9,-1,0.6,-1.6,-12,4,-1.8,-10
CC(C)(C)NC(=O)c1ccc2c(c1)C1C3CCC(C3)C1C(c1ccccc1)N2 (stereo unspecified),0,10,1,-0.2,-0.8,-33,-5,-2.2,7
O=C(Nc1ccc(Br)cc1)c1cccn1-c1ncc(C(F)(F)F)cc1Cl,-9,20,8,0.8,1.0,-10,-17,-2.0,4
Cn1c(=NC(=O)CCl)sc2ccccc21,0,11,5,-0.2,-0.5,-11,-23,-1.5,-5
O=C(c1ccco1)N1CCN(C2CCCC2)CC1,-2,11,-16,0.3,0.6,1,-8,0.7,-5
CC(C)Oc1ccc(S(=O)(=O)N2CCOCC2)cc1NC(=O)C(C)Oc1ccc(F)cc1 (stereo unspecified),-4,8,-13,-0.2,-0.8,-16,-4,-2.3,/
CCc1c(O)nc(SCc2nc3ccccc3c(=O)[nH]2)[nH]c1=O,1,17,17,1.6,-0.3,-10,-7,0.4,-8
CCc1nc2c(OCC3CCCCC3)cccn2c1N(C)C(=O)c1ccc(OC)cc1,/,5,-7,-1.0,/,/,-9,/,/
CCCCCC(=O)Nc1ccc2ccccc2c1,-1,22,17,0.9,-1.0,-7,-8,-3.0,2
COc1ccc(C2Nc3ccccc3C(=O)N2c2ccc(C)cc2)cc1Cn1nc(C)c([N+](=O)[O-])c1C (stereo unspecified),-3,19,8,-0.3,-0.7,-22,-22,-2.2,8
CSc1nc(C)c(C(=O)Nc2ccccc2)c(C)c1C#N,-6,7,4,5.3,0.6,-26,-15,-0.2,-15
O=C(O)c1ccc(NC(=O)c2ccccc2NC(=O)c2ccccc2Cl)cc1,1,-18,-20,0.1,0.4,1,12,-0.8,1
COC(=O)[C@@]1(Cc2ccc(F)cc2)[C@H]2c3cc(C(=O)N4CCCC4)n(Cc4cc(F)cc5c4OCOC5)c3C[C@H]2CN1C(=O)c1ccccc1,/,-1,-16,1.1,/,/,-10,/,/
CCCOc1nc2c(c(=O)n(C)c(=O)n2C)n1C,6,6,14,1.4,0.0,-7,-24,0.1,-7
CCN1CCN(C(=O)c2c(-c3c(F)cccc3Cl)noc2C)CC1,-13,25,0,0.6,1.0,-15,-10,0.5,1
COCCNS(=O)(=O)c1ccc(-c2ccc(Cl)cc2)cc1,-14,23,1,1.4,5.6,27,-15,5.9,6
Cc1cccc(C(=O)Oc2cccc3c(O)cccc23)c1,-6,15,19,0.5,-0.1,4,-8,0.7,-3
COc1ccc(N2CCCC2=N)c(OC)c1,-5,17,-3,3.9,0.5,-12,-9,1.0,-12
CCOc1ccc(-n2ccnc2SCC(=O)N2CCCc3ccccc32)cc1,1,4,-4,1.8,0.6,-18,-1,-0.6,-2
COC(=O)CCCC(=O)NC(C)c1cnn(-c2ccccc2C)c1C (stereo unspecified),-3,-10,6,-0.3,-0.1,-12,15,-0.4,-7
CC1CC(c2ccccc2)=Nc2ccccc2N1 (stereo unspecified),-6,-11,-27,0.2,-1.2,2,2,-0.9,-10
Cc1ccc(C(=O)N(Cc2nc3ccccc3c(=O)[nH]2)C2CCCC2)cc1,-14,4,15,0.3,-0.5,10,4,-2.4,-1
Brc1c(CSc2nc3ccccc3o2)nc2ncccn12,-20,15,-6,2.2,1.0,-20,-5,1.0,2
Cc1nc2c(n1C1CCCCC1)C(=O)c1ccccc1C2=O,-3,13,-4,0.0,-0.8,-23,0,-1.2,-13
Cc1c(N)cccc1[N+](=O)[O-],-4,20,7,1.4,1.0,1,-14,1.8,/
CC1(C2CC2)NC(=O)N(CC(=O)N2CCN(c3cccc(C(F)(F)F)c3)CC2)C1=O (stereo unspecified),-10,-1,3,2.5,7.3,5,0,7.5,/
COc1ccc(N/C=C(\C=C\C#N)S(=O)(=O)c2ccccc2)cc1,-5,14,1,1.4,3.0,1,-5,-1.2,17
Cc1cccc(C(=O)NNC2=C(C(=O)C(F)(F)F)CCC2)c1O,-15,5,31,0.9,0.6,-6,-4,2.2,-5
Cc1cccn2cc(CCNS(=O)(=O)c3ccc([N+](=O)[O-])cc3)nc12,-2,9,-3,0.3,-0.9,-5,7,-1.2,-6
CC(C)CN(C(=O)c1cccc(S(=O)(=O)N2CCN(Cc3ccccc3)CC2)c1)C1CCS(=O)(=O)C1 (stereo unspecified),-4,-9,-1,-0.4,0.5,-13,-10,-1.3,/
COCc1ccc(-c2c(-c3ccsc3)oc(=O)c3cc(OC)c(OC)cc23)cc1,-8,-10,58*,0.1,0.1,-18,1,-1.1,/
CC(C)C(C)NC(=O)CSc1nc2scc(-c3ccco3)c2c(=O)n1-c1ccccc1 (stereo unspecified),-5,2,4,4.0,-0.6,-21,5,-0.8,-11
C[C@H]1CCC[C@@]2(O[C@@H](CCO)C[C@@H](O)[C@@H]2O)O1,-2,16,6,1.1,-0.3,-12,-7,-0.2,/
O=C(O)C1CCC(=O)N1C1CCCC1 (stereo unspecified),-1,20,-3,0.1,0.9,-5,-12,0.0,-1
CCN1C(=O)c2cccc3c(S(=O)(=O)NCc4ccco4)ccc1c23,0,-14,16,1.4,0.3,-7,-17,0.5,1
COc1ccc(C=NNC(=O)CCCCC(=O)NN=Cc2ccc(OC)cc2)cc1,/,6,-7,0.4,/,/,-16,/,/
C/C(=N\OC(=O)Nc1ccccc1)c1ccc(C)cc1,-4,-10,-43,-0.1,-2.1,-9,1,-2.5,/
S=c1nc(-c2ccccc2Cl)n(Cc2cccnc2)c2c1CCCC2,-11,6,2,-0.2,-0.1,-5,0,-0.7,-4
N#Cc1ccc(OCC(=O)OCC(=O)c2ccc[nH]2)cc1,/,3,-24,0.2,/,/,-5,/,/
S=C(NCc1ccco1)N1CCN(C/C=C/c2ccccc2)CC1,-15,13,-5,5.2,5.2,-20,-15,3.5,-2
Oc1ccc(NC(=S)Nc2ccccc2)cc1,1&-1,-15&9,-7&-9,-0.5&0.6,0.1&0.2,4&7,-4&-8,-0.6&1.2,-6&-5
COc1ccccc1N1CCN(C(=O)c2nn(-c3ccccc3OC)c(=O)c3ccccc23)CC1,/,15,4,2.2,/,/,-16,/,-7
CCOc1ccc(C(=O)c2ccccc2C(=O)O)cc1OCC,-8,18,10,1.2,1.0,-6,-15,0.6,8
C=CCNC(=O)CCCCCNS(=O)(=O)c1ccc(OC)cc1,-1,15,11,0.3,0.6,0,-1,0.6,2
CC(Sc1nc2ccccc2n1C)C(=O)Nc1ccc(N2CCOCC2)cc1 (stereo unspecified),2,2,8,1.2,0.6,-24,-6,-0.2,-5
NC(=S)Nc1ccc(F)cc1F,1,0,-3,0.6,-0.6,1,-10,-0.2,-11
Cc1[nH]nc2c1-c1nc3ccccc3nc1C(C)(C)C2,-5,14,-4,0.3,-1.0,-28,-9,-2.2,-4
Cc1ccc(N2CC(O)=C(c3ccccc3)C2=N)cc1,-8,18,10,1.2,0.0,-5,-16,-0.9,15

# Reformatted with two lines to a compound: entries from further up.
# Values in the order – OXTR potentiate	M1 PAM parental	TAAR1 antag	CHO-K1 Ca ag	V1R ag counter	CHO parental Ca	CHO-K1 Ca antag	OXTR agonist	GPR7 antagonist
S=C(NCc1ccco1)N1CCN(C/C=C/c2ccccc2)CC1
→ -15	13	-5	5.2	5.2	-20	-15	3.5	-2
Cc1ccc(N2CC(O)=C(c3ccccc3)C2=N)cc1
→ -8	18	10	1.2	0.0	-5	-16	-0.9	15

# (further entries)
smiles,OXTR potentiate,M1 PAM parental,TAAR1 antag,CHO-K1 Ca ag,V1R ag counter,CHO parental Ca,CHO-K1 Ca antag,OXTR agonist,GPR7 antagonist
COc1cccc(-c2cc(C(=O)Nc3ccccc3)c3ccccc3n2)c1,-5,-4,37,1.9,-0.1,-29,1,-0.8,/
COC(=O)c1c(CCl)noc1C(=O)NCC1CCCO1 (stereo unspecified),0,9,-4,0.0,1.0,-12,-12,0.3,8
Cc1ccccc1N(Cc1cc(=O)[nH]c2ccccc12)C(=O)C(C)C,0,2,2,0.1,-0.5,-13,-5,-0.7,-9
Cc1ccc(S(=O)(=O)N2C[C@H]3n4c(=O)ccc(=O)n4C[C@H](OC(=O)NCc4ccccc4F)[C@@]3(O)C2)cc1,/,3,-20,0.3,/,/,8,/,/
CC1(C)CC2(CCO1)OC(=O)CC2C(=O)Nc1c(Cl)cccc1Cl (stereo unspecified),-5,25,-23,1.1,0.6,-3,-14,-0.5,0
CCC[C@H]1COCCS(=O)(=O)N1Cc1ccccc1F,-5,-9,-5,-0.6,-0.9,-9,-20,-0.8,-4
COc1ccccc1CNC(=O)c1ccccc1OCc1ccc(F)cc1,-3,44*,42,42*,-0.4,-21,-10,-1.6,15
COc1ccc(N2C(=O)CC(Sc3nc4c(cc3C#N)CCC4)C2=O)cc1 (stereo unspecified),-5,-5,13,0.2,3.0,-10,12,0.1,-4
NC(=O)C(c1ccccc1)C1CCCC1 (stereo unspecified),0,7,-18,0.1,1.1,-7,-10,1.3,-5
Cc1ccc(CNc2ncc(-c3ccccc3)n2C)o1,2,5,3,1.1,0.1,-12,-4,-0.2,12
COCCn1c(C23CC4CC(CC(C4)C2)C3)n[nH]c1=S,-9,14,2,0.2,-1.4,11,-7,-2.1,6
O=C(COC(=O)Cc1ccc(F)cc1)Nc1cc(S(=O)(=O)N2CCOCC2)ccc1N1CCCC1,5,28,4,1.4,0.1,-6,-9,-2.4,-5
COc1cc(OC)c(C(=O)/C=C/c2ccc(OCc3ccccc3)c(OC)c2)c(OC)c1,/,15,-19,1.1,/,/,-4,/,-16
CCOc1cccc(CN2CCC(n3nccc3NC(=O)C3CC3)CC2)c1O,8,17,-25,0.8,0.2,-9,-11,-0.3,-16

# High-throughput results as filed in PubChem.
